RAD52 anneal inh = RAD52 DNA annealing inhibitors, primary screen, biochemical, FRET, single point, set 2; hit rate 0.46% among 360,000; DNA repair protein RAD52 homolog (Homo sapiens), P43351; inhibition, % at 18.7 µM; recombinant RAD52 DNA annealing, FRET fluorescence;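 active = every replicate showing at least 50% inhibition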
Target sequence (P43351 whole entry, looked up): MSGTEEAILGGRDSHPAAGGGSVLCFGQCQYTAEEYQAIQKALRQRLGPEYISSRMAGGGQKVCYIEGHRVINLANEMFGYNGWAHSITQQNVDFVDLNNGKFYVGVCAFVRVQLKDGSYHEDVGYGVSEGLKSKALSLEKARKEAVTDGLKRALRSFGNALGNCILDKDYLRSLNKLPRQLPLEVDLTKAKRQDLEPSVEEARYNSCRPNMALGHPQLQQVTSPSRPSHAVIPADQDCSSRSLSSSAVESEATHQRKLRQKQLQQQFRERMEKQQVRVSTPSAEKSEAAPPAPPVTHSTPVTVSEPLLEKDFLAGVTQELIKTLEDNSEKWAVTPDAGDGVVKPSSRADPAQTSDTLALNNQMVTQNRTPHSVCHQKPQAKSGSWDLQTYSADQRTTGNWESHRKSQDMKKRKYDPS
esBAF inh = Bmi1 luciferase reporter increase in mESCs, primary screen, esBAF inhibitor project, mouse ES cells, Bmi1 luciferase knock-in, single point. 24 h; 100% = twice the neutral-well signal. reporter increase, % at 12.5 µM. hit rate 2% among 350,000; in the data active = activation above about 40%;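 note: 0% = median of the plate's neutral control wells and 100% = double that signal; a rise in the Bmi1 reporter signal indicates esBAF inhibition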
S100A4 inh HTS = inhibitors of S100A4-myosin IIA peptide binding, primary screen, biochemical, fluorescence polarization, TAMRA-MyoIIA peptide; AID 652163, 2013; hit rate 0.14% among 360,000; inhibition, % at 10.7 µM; Protein S100-A4 (Homo sapiens), P26447;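 active = mean inhibition of at least 70% across replicates, with every replicate also reaching that level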
Target sequence (P26447 whole entry, looked up): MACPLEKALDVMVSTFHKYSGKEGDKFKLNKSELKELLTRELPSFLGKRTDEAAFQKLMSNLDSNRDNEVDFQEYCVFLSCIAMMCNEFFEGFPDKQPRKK
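incubation = readout 5 min after mixing, signal stable up to 60 min | system = S100A4 monomer protein | buffer or medium = HEPES pH 7.2 with CaCl2, KCl, NaCl, DTT, Triton | benchmarks = neutral control DMSO, positive control TFP | also added = fluorescent myosin IIA peptide, 5 nM | compound dosing = one concentration per compound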
ERAP1 inh = human ERAP1 aminopeptidase inhibitors, primary screen, biochemical, single point, plate reader; Endoplasmic reticulum aminopeptidase 1 (Homo sapiens), Q9NZ08; recombinant ERAP1, Leu-AMC fluorescence, 60 min; inhibition, % at 10.7 µM; hit rate 0.15% among 340,000;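 active = mean replicate inhibition of at least 30%, or all replicates individually reaching that 30% level; inactive = mean below 30% and not every replicate reaching it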;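 note: 0% = neutral control wells and 100% = L-leucinethiol positive control wells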
E-selectin induc = E-selectin induction in HUVECs, primary screen, imaging, HUVEC, immunofluorescence imaging, single point; P16581; normalized: neutral wells 0, TNF-alpha wells 100; activation, % at 7.58 µM; hit rate 0.37% among 260,000; AID 686992, 2013;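 active = mean E-selectin-positive cell signal at least 10% of the positive control, reached in at least 60% of replicates, without over 20% cell loss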;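 note: in these data hits start at about 27%; measured in HUVEC primary endothelial cells; signal is the percent of cells scored E-selectin positive by PE staining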
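Test system: HUVEC; input: 3,000 HUVEC/well; measured by: immunofluorescence imaging; read-out: % PE-positive cells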
RAD54 branch = inhibitors of human RAD54 branch migration, primary screen, biochemical, fluorescence, single point | RAD54 Holliday junction branch migration, FAM/BHQ fluorescence | DNA repair and recombination protein RAD54-like (Homo sapiens), Q92698 | inhibition, % at 10.4 µM | hit rate 0.14% among 360,000 | AID 602329, 2012;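 active = mean normalized replicate activity at least 40 and at least half of replicates scoring 40 or more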;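 note: 0% = median of neutral control wells and 100% = median of positive control wells; inhibitors cause a drop in the FAM fluorescence signal; in these data hits start at about 50%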
XiGFP reactiv = activators of inactive X chromosome reactivation, primary screen, imaging, XiGFP fibroblasts, GFP high-content imaging, set 2; XiGFP mouse fibroblasts, % GFP-positive cells imaging, 3 d; cells co-treated with 5-aza-dC sensitizer; scaled so ellipticine positive control = 100%; activation, % at 7.58 µM; hit rate 0.055% among 360,000; AID 743238, 2013;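 active = mean normalized replicate activation at least 10% and every replicate at or above 10%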;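 note: 0% = median of on-plate neutral control wells and 100% = ellipticine 6 µM median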
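Material: XiGFP fibroblasts, SV40-immortalized; Buffer or medium: DMEM containing 5-aza-dC; Compound dosing: single point; Times: 3 days compound exposure.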
ERp5 block = inhibitors of ERp5-driven insulin aggregation, primary screen, biochemical, turbidity, absorbance 650 nm, single point; AID 651711, 2012; inhibition, % at 9.99 µM; 90 min; hit rate 0.05% among 350,000; Protein disulfide-isomerase A6 (Homo sapiens), Q15084;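 active = mean replicate inhibition above about 25%, with every replicate also reaching it, limit read from the data, passing the limit was not always enough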
Target sequence (Q15084 whole entry, looked up): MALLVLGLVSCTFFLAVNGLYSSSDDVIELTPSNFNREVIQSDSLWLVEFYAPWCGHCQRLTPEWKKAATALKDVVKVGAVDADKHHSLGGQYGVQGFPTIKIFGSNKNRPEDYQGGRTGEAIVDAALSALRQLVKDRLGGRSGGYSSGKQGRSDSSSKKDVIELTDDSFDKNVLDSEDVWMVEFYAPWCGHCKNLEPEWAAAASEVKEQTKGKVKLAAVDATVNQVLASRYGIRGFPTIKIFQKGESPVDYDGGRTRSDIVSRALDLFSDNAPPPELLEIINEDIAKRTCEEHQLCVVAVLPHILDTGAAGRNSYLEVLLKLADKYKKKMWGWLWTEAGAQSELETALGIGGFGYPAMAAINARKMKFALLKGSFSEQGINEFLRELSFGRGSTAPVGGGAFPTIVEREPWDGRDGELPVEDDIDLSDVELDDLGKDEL
Starred values were filed as active, the others as inactive; nt = not tested or not shown; & = joins results of further samples.

1) C[C@H]1CN([C@@H](C)CO)C(=O)CCCn2nncc2CO[C@H]1CN(C)S(=O)(=O)c1ccc(Oc2ccccc2)nc1
2) CC(NC(=O)C(=O)N1CCCCC1)C(c1cccs1)N1CCN(c2ccccc2F)CC1 (configuration not stated)
3) O=C(COC(=O)CCC1CCCC1)Nc1ccccc1Sc1ccccc1
4) CCOC(=O)C1(Cc2ccccc2C)CCCN(C(=O)c2cc(C3CC3)[nH]n2)C1 (configuration not stated)
5) CN(C)C(=O)CCc1ccc2c3c([nH]c2c1)[C@]1(CCc2ccccc2)[C@@H](C(=O)N2CCCCC2)C[C@H](CC(=O)NCCCn2ccnc2)C(=O)N1CC3
6) Cc1[nH]c2ccccc2c1CC(=O)Nc1ccc(N(C)c2cccnc2)c(-c2ccc(F)c(F)c2)c1
7) Nc1nonc1-n1nnc(C(=O)N/N=C/c2ccc(O)cc2)c1COc1ccc(F)cc1
8) O=C(CSc1ccccc1)NCCCc1ccccc1
entry no.,1,2,3,4,5,6,7,8
RAD52 anneal inh,-7&12,-5,-8,-5,-3,-8,-11,-7
esBAF inh,0&1,1,nt,-2,-5,nt,-6,10
S100A4 inh HTS,-23&1,0,-6,-16,14,-5,-1,0
ERAP1 inh,-2&-2,-1,1,0,-2,-1,2,-2
E-selectin induc,2.2,-0.1,nt,6.6,nt,1.8,-0.5,nt
RAD54 branch,0&-2,-4,nt,-9,1,nt,-4,-12
XiGFP reactiv,0.1&0.0,0.0,-0.1,0.0,0.0,0.0,-0.1,0.0
ERp5 block,0&3,3,5,3,6,-3,3,1

Retrieved one by one from above, 2 records:
3) O=C(COC(=O)CCC1CCCC1)Nc1ccccc1Sc1ccccc1
8) O=C(CSc1ccccc1)NCCCc1ccccc1
entry no.,3,8
RAD52 anneal inh,-8,-7
esBAF inh,nt,10
S100A4 inh HTS,-6,0
ERAP1 inh,1,-2
E-selectin induc,nt,nt
RAD54 branch,nt,-12
XiGFP reactiv,-0.1,0.0
ERp5 block,5,1

(continued)
9) COC(=O)C[C@@H]1C[C@@H]2c3cc(NC(=O)Nc4ccccc4F)ccc3O[C@@H]2[C@H](CO)O1
10) COc1cccc(NC(=O)CN2C(=O)COc3ccc(S(=O)(=O)N4CCOCC4)cc32)c1
11) COc1cc(C(C)=O)ccc1OCC(O)CN(CCO)Cc1ccccc1 (configuration not stated)
12) Cc1c(NC(=O)CSc2nncn2-c2ccccc2)c(=O)n(-c2ccccc2)n1C
13) COc1ccc(C(C)=O)cc1Cn1c(C)c(C(=O)NCc2cccc(Cl)c2)sc1=O
14) CSCc1ccc(C(=O)N2CCCC(Nc3ccc(F)cc3)C2)o1 (configuration not stated)
15) Cc1ccc(-c2ccc(=O)n(CC(=O)N3CCN(c4cccc(C)c4)C(C)C3)n2)cc1 (configuration not stated)
16) Nc1ccc(Nc2nc(-c3cccs3)cs2)cc1
entry no.,9,10,11,12,13,14,15,16
RAD52 anneal inh,1,-12,-16,-1,-18,3,-8,1
esBAF inh,10,-4,4,nt,5,-3,7,nt
S100A4 inh HTS,-5,1,-4,-3,5,2,-1,-2
ERAP1 inh,-4,-3,nt,0,nt,1,-1,0
E-selectin induc,0.2,nt,4.2,-2.7,nt,-0.5,nt,0.3
RAD54 branch,-8,4,1,-8,3,0,3,nt
XiGFP reactiv,0.0,0.4,0.1,0.3,-0.2,0.0,nt,-0.1
ERp5 block,-22,4,-8,-2,5,3,3,7

In the list so far, 3 have an aryl thioether with sulfur outside any ring:
3) O=C(COC(=O)CCC1CCCC1)Nc1ccccc1Sc1ccccc1
8) O=C(CSc1ccccc1)NCCCc1ccccc1
12) Cc1c(NC(=O)CSc2nncn2-c2ccccc2)c(=O)n(-c2ccccc2)n1C
entry no.,3,8,12
RAD52 anneal inh,-8,-7,-1
esBAF inh,nt,10,nt
S100A4 inh HTS,-6,0,-3
ERAP1 inh,1,-2,0
E-selectin induc,nt,nt,-2.7
RAD54 branch,nt,-12,-8
XiGFP reactiv,-0.1,0.0,0.3
ERp5 block,5,1,-2

Further structures:
17) CCCn1c2ccccc2c2cnn(CC(=O)NC3CCN(Cc4ccccc4)CC3)c(=O)c21
18) COc1ccc(CN(C)C[C@H]2OCCCC[C@H](C)Oc3ccc(NS(C)(=O)=O)cc3C(=O)N([C@@H](C)CO)C[C@@H]2C)cc1
19) O=c1[nH]c2ccccc2c(O)c1Cc1ccccc1
20) Cc1nc2ccc(C(=O)NC(C)(C)C)cn2c1N(C)C(=O)CCc1ccccc1
21) CCCCCn1nc(C(=O)N(CC)c2c(N)n(CCCC)c(=O)[nH]c2=O)c2ccccc2c1=O
22) O=C(O)CCCN1C(=O)C2C3CCC(C3)C2C1=O (configuration not stated)
23) Cc1ccc(F)cc1S(=O)(=O)NCc1ccc(N2CCN(C)CC2)cc1
24) O=C(COC(=O)c1ccc(S(=O)(=O)N2CCCC2)cc1)Nc1ccc(N2CCOCC2)cc1
entry no.,17,18,19,20,21,22,23,24
RAD52 anneal inh,-12,17,-7,-10,-18,-2,-11,-16
esBAF inh,7,-4,nt,0,-1,nt,nt,nt
S100A4 inh HTS,9,13,2,0,0,-2,-8,-1
ERAP1 inh,0,1,-3,-1,-1,1,1,-1
E-selectin induc,nt,0.1,nt,-0.2,nt,-0.1,-0.2,nt
RAD54 branch,12,0,nt,4,-2,nt,7,nt
XiGFP reactiv,0.0,-0.3,-0.1,0.3,-0.1,0.0,1.9,0.0
ERp5 block,0,2,3,-6,-9,-1,1,0

25) O=C(C(=O)N1CCC(CNS(=O)(=O)Cc2ccccc2)CC1)c1cccs1
26) CC(C)C(=O)Nc1ccc2c(c1)C(=O)N(C)[C@@H]1CC[C@@H](CC(=O)NCc3cccc(F)c3)O[C@@H]1CO2
27) Cc1cccn2c(=O)c3cc(C(=O)NC4CCCC4)c(=N)n(CCCN4CCOCC4)c3nc12
28) COc1cc(OC)cc(C(=O)Nc2ccc(Nc3ccccc3)cc2)c1
29) O=C(CCNC(=O)Cn1ccc2ccccc2c1=O)NCc1ccc(F)cc1Cl
30) O=C(COC(=O)c1ccccn1)Nc1cccnc1Cl
31) CCCNC(=O)Nc1ccc2c(c1)OC[C@H](C)N(Cc1cccnc1)C[C@@H](C)[C@H](OC)CN(C)C2=O
32) CS(=O)(=O)N1[C@@H]2c3ccc(-c4ccc(F)cc4)c(=O)n3C[C@@H]2[C@@H](CO)[C@@H]1C(=O)O
entry no.,25,26,27,28,29,30,31,32
RAD52 anneal inh,-11,nt,68*,-11,-19,-6,-7,-3
esBAF inh,nt,-4,nt,24,nt,-4,-4,-1
S100A4 inh HTS,-1,nt,-6,0,20,-3,8,0
ERAP1 inh,1,nt,-15,3,-11,-3,nt,3
E-selectin induc,0.5,0.0,nt,0.7,nt,0.0,-0.1,-0.2
RAD54 branch,nt,-4,77*,-6,nt,7,-4,4
XiGFP reactiv,0.0,0.0,0.3,0.1,0.0,0.3,0.5,-0.1
ERp5 block,7,nt,4,0,0,1,2,-2

33) C[C@H]1CN([C@@H](C)CO)C(=O)c2cc(C3=CCCCC3)cnc2O[C@@H]1CN(C)C(=O)Cc1ccccc1
34) O=C(c1cccnc1)N1CC(=O)N2[C@H](CO)[C@@H](c3ccc(-c4ccccc4F)cc3)[C@@H]2C1
35) CC(=O)Nc1ccccc1NC(=O)C/C(C)=N/NC(=O)c1ccncc1
36) O=C(C[C@H]1CC[C@H](NC(=O)C2CCC2)[C@H](CO)O1)NCC1CC1
37) Cc1cc(C)n(Cc2cc(C(=O)O)c3ccccc3n2)n1
38) CC1CCCC(C)N1NC(=O)Cc1ccccc1 (configuration not stated)
39) CCN(CC(=O)Nc1ccc(C(C)=O)cc1)CC(=O)Nc1ccc2c(c1)OCCO2
40) C[C@@H]1CN([C@@H](C)CO)C(=O)c2cc(-c3ccc(F)cc3)cnc2O[C@H]1CN(C)S(C)(=O)=O
entry no.,33,34,35,36,37,38,39,40
RAD52 anneal inh,-6&-9&5,-5,3,-18,-26,11,-4,11
esBAF inh,7&1&1,nt,nt,-1,1,-1,7,-7
S100A4 inh HTS,-2&-3&31,-10,1,28,-1,-2,-2,12
ERAP1 inh,4&4&0,nt,-1,-1,-2,-2,-2,2
E-selectin induc,0.2,0.1,1.9,0.1,nt,nt,1.3,-0.2
RAD54 branch,0&5&4,nt,nt,-2,-5,nt,9,-3
XiGFP reactiv,0.0&-1.1,0.1,0.0,-0.1,0.0,0.1,0.2,0.1
ERp5 block,0&-7&5,-2,2,2,2,-1,-4,-1

41) O=[N+]([O-])c1ccc2c(c1)CO[C@]21O[C@H](CCO)C[C@H](O)[C@H]1O
42) COc1ccc(NS(=O)(=O)c2ccc(NS(=O)(=O)c3cccs3)cc2)cc1
43) CC(C)(C)c1nnc(SCC(=O)Nc2ccc(N3CCCCC3)cc2)n1N
44) C[C@@H]1CN([C@@H](C)CO)C(=O)c2cccc(NC(=O)NC3CCCCC3)c2O[C@@H]1CN(C)S(=O)(=O)c1cn(C)cn1
45) COCCN=c1scc(-c2ccco2)n1/N=C/c1ccc(O)c(O)c1O
46) CCN(CC)S(=O)(=O)c1ccc(C(=O)N2CCN=C2SC)cc1
47) CC(Oc1cc2oc(=O)c3c(c2cc1Cl)CCC3)C(=O)NCc1cccnc1 (configuration not stated)
48) Cc1ccc(C(=O)NCCNC(=O)c2cnccn2)cc1
entry no.,41,42,43,44,45,46,47,48
RAD52 anneal inh,-15,-3,-7,-3,-9,-13,-15,-4
esBAF inh,nt,-4,37,2,14,-1,-6,4
S100A4 inh HTS,-2,-4,-8,1,-8,1,20,1
ERAP1 inh,-1,-13,-1,-1,3,-1,-12,-2
E-selectin induc,nt,nt,-0.9,0.6,2.8,-0.2,nt,2.1
RAD54 branch,nt,-15,4,8,-11,-4,-7,-7
XiGFP reactiv,0.1,0.0,0.0,-0.1,0.0,0.1,0.1,0.1
ERp5 block,-1,2,2,3,6,-4,-11,-2

49) COc1ccccc1Cc1c(-c2ccc(OC)c(OC)c2)nc2ccc(Br)cn12
50) COc1ccc(C(=O)NC(=S)NNC(=O)c2ccc(NC(C)=O)cc2)cc1Br
51) Cn1cc(S(=O)(=O)NC2CCCCCC2)c(=O)n(C)c1=O
52) CCc1ccc2nc(Nc3ccc(OC)cc3OC)c(C#N)cc2c1
53) CC12CCC(=O)N1C(C(=O)Nc1nc(-c3ccccc3)cs1)CS2 (configuration not stated)
entry no.,49,50,51,52,53
RAD52 anneal inh,-2,-11,-13,-22,2
esBAF inh,6,-4,-1,nt,nt
S100A4 inh HTS,-16,0,-3,0,-2
ERAP1 inh,nt,4,-2,-2,-1
E-selectin induc,nt,nt,-4.2,nt,-0.3
RAD54 branch,0,nt,1,nt,nt
XiGFP reactiv,0.0,0.4,0.0,0.1,0.0
ERp5 block,1,2,-1,2,5
